MT1-MMP act inh – blocks activation of human MT1-MMP | GFP/RFP ratio change, % at 20 µM | actives 0.061% (n = 360,000) | P50281 | HT1080 RFP-PRO-GFP cells, GFP/RFP ratio fluorescence, overnight; percent of plate control window, DMSO zero;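 active = GFP/RFP ratio change of at least 30% with cell ATP level not reduced by more than half and red fluorescence within 50% of control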; also: strong numbers were not always called active
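Assay system – RFP-PRO-GFP reporter HT1080 cells · Compound dosing – single dose of 20 µM compound, 1% DMSO final · Incubation – overnight compound exposure at 37 °C · Measure – GFP/RFP fluorescence ratio · Benchmarks – DMSO wells and RFP-L50D-GFP cells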
Neddyl block – blocks human cullin neddylation. actives 0.58% (n = 360,000). P61081+Q13564. TR-FRET cullin neddylation, biochemical. AID 651699. calls only at 25 µM; in the data active = inhibition above about 36%
Target sequence (P61081 whole entry, looked up): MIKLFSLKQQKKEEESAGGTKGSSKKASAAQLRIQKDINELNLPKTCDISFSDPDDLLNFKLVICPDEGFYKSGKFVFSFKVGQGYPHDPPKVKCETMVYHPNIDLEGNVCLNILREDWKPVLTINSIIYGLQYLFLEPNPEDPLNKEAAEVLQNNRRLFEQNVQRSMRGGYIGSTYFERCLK
Target sequence (Q13564 whole entry, looked up): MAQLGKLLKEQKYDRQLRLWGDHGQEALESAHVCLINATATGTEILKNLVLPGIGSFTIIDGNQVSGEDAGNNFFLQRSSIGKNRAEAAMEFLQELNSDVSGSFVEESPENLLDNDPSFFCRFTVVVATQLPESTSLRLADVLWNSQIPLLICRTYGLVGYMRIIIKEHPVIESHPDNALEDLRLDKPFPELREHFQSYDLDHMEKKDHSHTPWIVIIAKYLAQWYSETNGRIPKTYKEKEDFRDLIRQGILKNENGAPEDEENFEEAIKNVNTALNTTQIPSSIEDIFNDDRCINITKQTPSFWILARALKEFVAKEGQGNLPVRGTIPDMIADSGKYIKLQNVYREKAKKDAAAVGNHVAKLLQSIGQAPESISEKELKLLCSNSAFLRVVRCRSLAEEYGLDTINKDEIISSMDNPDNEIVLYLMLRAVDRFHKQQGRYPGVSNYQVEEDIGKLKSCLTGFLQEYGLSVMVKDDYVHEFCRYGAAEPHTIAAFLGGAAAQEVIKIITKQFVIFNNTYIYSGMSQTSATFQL
MLLE-PAM2 inh – inhibitors of microRNA-mediated deadenylation, human PABP1 MLLE binding; P11940; GST-MLLE / FITC-PAM2 fluorescence polarization; actives 0.36% (n = 360,000); inhibition, % at 20 µM; in the data active = inhibition above about 35%, passing the limit was not always enough;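 also: plate controls were DMSO wells with GST-MLLE for no effect and wells lacking GST-MLLE protein for full effect; some results filed as inactive read as strong as hits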
Rin1 Abl inh – inhibitors of human Rin1-Abl protein interaction; P00519+Q13671; TR-FRET Rin1/Abl binding, biochemical; inhibition, % at 7.35 µM; actives 0.4% (n = 360,000); AID 588664; in the data active = inhibition above about 5%, passing the limit was not always enough
SKN-1 inh – inhibitors of C. elegans SKN-1; C. elegans VP596 Pgst-4::GFP/RFP ratio, acrylamide-induced, 24 h; inhibition, % at 21.8 µM; actives 0.49% (n = 360,000);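 active = interference check ratio from 0.5 to 1.5 plus GFP to RFP signal ratio inhibition reaching or exceeding a fixed threshold, cut at about 30% in these data, passing the limit was not always enough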; also: some compounds called inactive have numbers as strong as hits
FAS TE block – FAS thioesterase (human) inhibition. recombinant FAS-TE, OMFH fluorogenic substrate, fluorescence endpoint. inhibition, % at 15 µM. actives 0.67% (n = 360,000);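 active = compounds whose normalised, plate-corrected inhibition of enzyme fluorescence in the single-dose primary screen is 50% or more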;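 also: 0% = DMSO with enzyme and 100% = substrate without enzyme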
Rpn11 block – blocks the human proteasome subunit Rpn11 | O00487 | human 26S proteasome, Ub4-pepOG fluorescence polarization; 20S core pre-blocked with epoxomicin | calls only at 20 µM | actives 0.59% (n = 360,000);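 active = inhibition at 20 µM, scaled to each plate's controls, above about 33%, limit read from the data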
Target sequence (O00487 whole entry, looked up): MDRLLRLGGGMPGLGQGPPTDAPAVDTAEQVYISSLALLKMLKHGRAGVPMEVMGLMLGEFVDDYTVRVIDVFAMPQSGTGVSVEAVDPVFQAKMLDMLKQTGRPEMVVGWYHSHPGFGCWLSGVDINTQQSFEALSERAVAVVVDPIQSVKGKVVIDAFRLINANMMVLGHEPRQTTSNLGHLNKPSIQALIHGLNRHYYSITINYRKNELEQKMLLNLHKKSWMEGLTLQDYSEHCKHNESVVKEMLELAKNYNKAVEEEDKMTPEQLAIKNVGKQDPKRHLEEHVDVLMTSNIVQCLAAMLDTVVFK
NadD block – blocks S. aureus nicotinate mononucleotide adenylyltransferase. purified NadD enzyme, colorimetric absorbance read-out. inhibition, % at 20 µM. actives 0.78% (n = 360,000). AID 602399; in the data active = inhibition above about 26%; also: some compounds past the cut are filed as inactive
CSN deneddyl inh – blocks human CSN-mediated cullin deneddylation | Q92905 | Purified CSN, SCF-Nedd8-OG deneddylation, fluorescence polarization | inhibition, % at 12.5 µM | actives 0.38% (n = 360,000);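 active = pattern-corrected inhibition above about 35%, with an unprinted fluorescence ratio check between 0.5 and 1.5, limit read from the data, passing the limit was not always enough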;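 also: 0% = enzyme with substrate and 100% = substrate without enzyme; some results filed as inactive read as strong as hits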
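Schedule: reaction 90 min, room temperature / Assay system: HEK293T-derived human Csn5 enzyme / Input: Csn5 at 0.24 nM final / Measure: inhibition of Csn5 cleavage, % / Control set: substrate-only high control, full reaction low control / Technique: fluorescence polarization of the substrate / Buffer or medium: Tris/NaCl/DTT buffer, pH 7.5 / Reagent: SCFSkp2-Nedd8OG substrate at 10 nM final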
* hit, by the source's call; i = inactive; x = no result given; + = active, no number.

no.	smiles	MT1-MMP act inh	Neddyl block	MLLE-PAM2 inh	Rin1 Abl inh	SKN-1 inh	FAS TE block	Rpn11 block	NadD block	CSN deneddyl inh
1	O=C(NC(=S)Nc1ccc(N2CCOCC2)cc1)c1cccc([N+](=O)[O-])c1	3	i	31	-3	-1	-2	i	9	-4
2	O=C(NCCc1ccccc1)c1ccc(Cl)c(S(=O)(=O)N2CCCC2)c1	-2	i	-7	1	0	8	i	-10	3
3	O=C(CNC(=O)c1ccc(Br)cc1)Nc1ccc2c(c1)CCC2	-3	i	-1	0	-4	-7	i	10	4
4	O=C(CNC(=O)c1cccs1)Nc1ccncc1	1	i	-6	2	7	-6	i	-2	2
5	CC(=O)c1ccc(OCC(=O)OCC(=O)c2ccc(S(=O)(=O)N3CCCCC3)cc2)cc1	3	i	-10	0	5	7	i	4	-3
6	C[C@@H]1CN([C@H](C)CO)C(=O)c2c(c3ccccc3n2C)-c2ccccc2CO[C@H]1CN(C)Cc1cccc(C(=O)O)c1	3	i	5	-2	-1	-8	i	4	2
7	O=C1c2ccccc2C(=O)N1CN(C(=O)COc1ccccc1)c1ccccc1	-4	i	2	2	2	4	i	-2	-2
8	Cn1cccc1Cc1nnc(SCC(=O)N2CCCCCC2)n1-c1ccc(F)cc1	-1	i	-29	-2	13	-2	i	1	3
9	CCN=C1SC(CC(=O)NCC)C(=O)N1CC (centres undefined)	10	i	7	1	-20	-19	i	-3	-2
10	Cc1ccc(S(=O)(=O)N(C)CC(=O)N(CC(C)C)C2CCS(=O)(=O)C2)cc1 (centres undefined)	-4	i	-23	1	17	-6	i	0	0
11	CCCN(CC(=O)Nc1ccccc1C)C(=O)c1ccc2c(c1)OCO2	-2	i	-2	8	-2	-4	i	4	-1
12	CCC(=O)c1cc(F)c(N2CCN(C(=O)c3ccco3)CC2)cc1C	-7	i	-7	0	11	-5	i	-2	2
13	C[n+]1cccc(C(=O)NNC(=O)C23CC4CC(CC(C4)C2)C3)c1	-4	i	-112	3	5	-4	i	22	7
14	Cc1ccc(SCCC(=O)Nc2ccccc2C(=O)NC(C)C)cc1	-7	i	5	0	7	14	i	-5	4
15	C#CCOc1ccc(/C=C2/C(=O)ON=C2C)cc1Br	7	i	12	-2	21	0	i	6	7
16	COc1cc(C(=O)Nc2sc3c(c2C(=O)O)CCC3)cc(OC)c1OC	6	+	4	1	-21	-6	i	0	7
17	Cc1cc(N2C(=O)CCC2=O)ccc1NC(=O)c1cccs1	7	i	6	-2	0	-4	i	3	-3
18	Cc1ncc(CSCC(=O)Nc2cc(C(F)(F)F)ccc2Cl)c(CO)c1O	11	i	5	3	1	-8	i	0	9
19	Fc1ccc(-n2c(Cc3ccccc3)nnc2SCc2nc(-c3cccs3)no2)cc1	-3	i	-13	-3	4	13	i	6	3
20	O=C(c1ccco1)N1CCC(c2nc(-c3ccc(F)cc3)no2)CC1	4	i	-11	0	-9	8	i	-1	-3
21	N#Cc1ccc(C(=O)NC23CC4CC(CC(C4)C2)C3)cc1	-1	i	7	1	6	5	i	-3	2
22	COc1ccc(C(C(=O)NC2CCCC2)N(C(=O)c2snc(C(N)=O)c2N)C2CCCC2)cc1OC (centres undefined)	-1	i	4	4	1	1	i	-4	1
23	CC(=O)N/C(=C\c1ccccc1)C(=O)OCC(=O)NC1CCCC1	-4	i	-34	2	1	-8	i	2	5
24	CN(C)/C=N/c1ncnc2c1cnn2-c1ccc(C(F)(F)F)cn1	6	i	12	-3	9	-10	i	3	0
25	O=C(Cn1cc([N+](=O)[O-])ccc1=O)NC1CCCCC1	0	i	3	1	8	5	i	7	-6

Looked up by compound from the entries so far:
no.	smiles	MT1-MMP act inh	Neddyl block	MLLE-PAM2 inh	Rin1 Abl inh	SKN-1 inh	FAS TE block	Rpn11 block	NadD block	CSN deneddyl inh
25	O=C(Cn1cc([N+](=O)[O-])ccc1=O)NC1CCCCC1	0	i	3	1	8	5	i	7	-6
16	COc1cc(C(=O)Nc2sc3c(c2C(=O)O)CCC3)cc(OC)c1OC	6	+	4	1	-21	-6	i	0	7

Laid out differently: entries from further up
Each structure is followed by: MT1-MMP act inh, Neddyl block, MLLE-PAM2 inh, Rin1 Abl inh, SKN-1 inh, FAS TE block, Rpn11 block, NadD block, CSN deneddyl inh
(9) CCN=C1SC(CC(=O)NCC)C(=O)N1CC (centres undefined)
    10, i, 7, 1, -20, -19, i, -3, -2
(10) Cc1ccc(S(=O)(=O)N(C)CC(=O)N(CC(C)C)C2CCS(=O)(=O)C2)cc1 (centres undefined)
    -4, i, -23, 1, 17, -6, i, 0, 0
(11) CCCN(CC(=O)Nc1ccccc1C)C(=O)c1ccc2c(c1)OCO2
    -2, i, -2, 8, -2, -4, i, 4, -1
(12) CCC(=O)c1cc(F)c(N2CCN(C(=O)c3ccco3)CC2)cc1C
    -7, i, -7, 0, 11, -5, i, -2, 2
(13) C[n+]1cccc(C(=O)NNC(=O)C23CC4CC(CC(C4)C2)C3)c1
    -4, i, -112, 3, 5, -4, i, 22, 7
(14) Cc1ccc(SCCC(=O)Nc2ccccc2C(=O)NC(C)C)cc1
    -7, i, 5, 0, 7, 14, i, -5, 4
(15) C#CCOc1ccc(/C=C2/C(=O)ON=C2C)cc1Br
    7, i, 12, -2, 21, 0, i, 6, 7
(16) COc1cc(C(=O)Nc2sc3c(c2C(=O)O)CCC3)cc(OC)c1OC
    6, +, 4, 1, -21, -6, i, 0, 7
(17) Cc1cc(N2C(=O)CCC2=O)ccc1NC(=O)c1cccs1
    7, i, 6, -2, 0, -4, i, 3, -3
(18) Cc1ncc(CSCC(=O)Nc2cc(C(F)(F)F)ccc2Cl)c(CO)c1O
    11, i, 5, 3, 1, -8, i, 0, 9
(19) Fc1ccc(-n2c(Cc3ccccc3)nnc2SCc2nc(-c3cccs3)no2)cc1
    -3, i, -13, -3, 4, 13, i, 6, 3
(20) O=C(c1ccco1)N1CCC(c2nc(-c3ccc(F)cc3)no2)CC1
    4, i, -11, 0, -9, 8, i, -1, -3
(21) N#Cc1ccc(C(=O)NC23CC4CC(CC(C4)C2)C3)cc1
    -1, i, 7, 1, 6, 5, i, -3, 2
(22) COc1ccc(C(C(=O)NC2CCCC2)N(C(=O)c2snc(C(N)=O)c2N)C2CCCC2)cc1OC (centres undefined)
    -1, i, 4, 4, 1, 1, i, -4, 1
(23) CC(=O)N/C(=C\c1ccccc1)C(=O)OCC(=O)NC1CCCC1
    -4, i, -34, 2, 1, -8, i, 2, 5
(24) CN(C)/C=N/c1ncnc2c1cnn2-c1ccc(C(F)(F)F)cn1
    6, i, 12, -3, 9, -10, i, 3, 0
(25) O=C(Cn1cc([N+](=O)[O-])ccc1=O)NC1CCCCC1
    0, i, 3, 1, 8, 5, i, 7, -6

Additional structures.
no.	smiles	MT1-MMP act inh	Neddyl block	MLLE-PAM2 inh	Rin1 Abl inh	SKN-1 inh	FAS TE block	Rpn11 block	NadD block	CSN deneddyl inh
26	O=C1Nc2ccccc2C(=O)N(Cc2ccccc2)C1C(=O)NC1CC1 (centres undefined)	0	i	x	x	4	x	x	x	3
27	C[C@@H]1CN([C@@H](C)CO)C(=O)CCCn2nncc2CO[C@H]1CN(C)C(=O)Nc1ccccc1C(F)(F)F	7	i	7	-2	-8	-8	i	4	-3
28	C/C(Cc1ccccc1)=N\NC(=O)c1ccc(F)cc1	-1	i	0	1	-2	-6	i	4	0
29	CCOC(=O)c1cc(-c2ccc(N3CCOCC3)cc2)nn1-c1ccccc1	0	x	1	1	3	7	i	-5	-17
30	O=C(NC1CCSC1=O)c1ccc(Oc2ccc(F)cc2)nc1 (centres undefined)	4	i	5	-2	-13	-1	i	-6	-3
31	CCOC(=O)N1CCN(CC(O)c2ccccc2)CC1 (centres undefined)	-7	i	6	-5	-11	-4	i	1	6
32	O=C(Nc1ccc(Cl)cc1)c1csc([C@H]2C[C@H](O)[C@@H](CO)O2)n1	5	i	-9	0	2	-6	i	-2	-3
33	CCOC(=O)C1=C(COC(=O)c2ccccc2[N+](=O)[O-])NC(=O)NC1C (centres undefined)	6	i	1	0	13	-3	i	-4	-4
34	Cc1c(C(=O)Nc2nccs2)oc2ccc(F)cc12	-5	i	-4	2	17	-1	i	-3	-1
35	O=C(NC(Cc1ccccc1)C(=O)N1CCN(S(=O)(=O)c2ccccc2)CC1)c1ccccc1 (centres undefined)	-10	i	0	0	1	1	i	-6	4
36	CCN(CC)C(=O)CSc1ncnc2c(-c3cccs3)nsc12	-22	i	-33	0	19	21	i	34*	13
37	Cc1ccccc1Cn1c(C)nc2ccc([N+](=O)[O-])cc2c1=O	5	i	-7	-1	-5	61*	i	-2	-4
38	CCN(CC(=O)NC1CCS(=O)(=O)C1)S(=O)(=O)c1ccc(Br)cc1 (centres undefined)	1	i	-7	0	-7	-6	i	-3	-2
39	CC(C(=O)O)c1ccc2c(c1)[nH]c1ccc(Cl)cc12 (centres undefined)	2	i	3	-4	3	0	i	-2	0
40	O=[N+]([O-])c1ccc(N2CCN(S(=O)(=O)c3ccc(Cl)cc3)CC2)cc1NCC1CCCO1 (centres undefined)	3	i	8	0	-19	28	i	-5	3
41	COc1ccc(-c2cc(-c3ccc(O)cc3)nc(N)c2C#N)cc1OC	16	x	-19	1	2	6	i	2	-2
42	Cc1ccc(S(=O)(=O)N2CCN(Cc3ccco3)CC2)c(C)c1	-3	i	3	5	-7	-4	i	0	3
43	COc1ccc(NC(=O)CCNS(=O)(=O)c2cccc3nsnc23)c(OC)c1	3	i	-7	-3	-18	-6	i	-5	4
44	O=C(NCCCO)/C(=C\c1ccco1)NC(=O)c1ccc(Br)o1	-2	i	12	-2	1	-8	i	2	-6
45	CC1CCN(C(=O)C2(NC(=O)Nc3cccc(F)c3)CCCCC2)CC1	2	i	3	0	5	-11	i	-1	2
46	CN(C)c1ccc(NS(=O)(=O)c2ccc(-c3csnn3)cc2)cc1	5	i	1	-4	-3	5	i	-3	7
47	CC(=O)Nc1cccc(-c2csc(C(O)c3ccccc3)n2)c1 (centres undefined)	2	i	9	-1	8	-1	i	-1	10
48	C=C1C(O)C[C@H]2C(=C)CCC3[C@H](OC(=O)[C@]3(O)CO)[C@@H]12 (some centres undefined)	-1	i	5	3	-1	-9	i	-2	1
49	CCc1cccc(NC(=O)CSc2nnc(Cc3ccc(OC)cc3)c(=O)[nH]2)c1	-4	i	3	0	0	-2	i	8	2
50	COc1ccc(S(=O)(=O)N2CCN(c3ccccn3)CC2)cc1OC	-1	i	7	0	-3	-3	i	-4	3
51	COc1ccc(NC(=O)c2cc(-c3cc(C)ccc3O)n[nH]2)cc1Cl	14	i	-1	-2	-7	-9	i	-3	-2
52	Nc1ccc2c(c1)C(=O)N(CC1CCCO1)C2=O (centres undefined)	3	i	2	0	10	-4	i	5	-1

Compound activity deposited in PubChem BioAssay by several laboratories.
